HT1080 EIF4E-luc2: inhibitors of EIF4E gene expression, primary screen, cell-based, HT1080, luciferase reporter (AID 1224817); HT1080 EIF4E-luc2 knock-in reporter, luciferase, 16 h; hits give low values; log2 luciferase activity ratio at 2.5 µM; 2,000 compounds, 1% hits;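 active means log2 luciferase ratio at or below -0.5849, meaning signal at two thirds of solvent-only control or lower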;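 further: luciferase reports endogenous eIF4E expression since it is co-expressed from the native EIF4E locus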
* marks the source's active call; other numbers are inactive results; & = joins results of further samples.

molecule	HT1080 EIF4E-luc2
Nc1ncnc2nc(-c3ccc(C[P+](c4ccccc4)(c4ccccc4)c4ccccc4)cc3)[nH]c12	-0.14
NS(=O)(=O)c1cc2c(cc1Cl)NC(Cc1ccccc1)NS2(=O)=O (centres undefined)	-0.26
Cc1cc([N+](=O)[O-])c(C)c(Br)c1C	0.048
O=C(O)C1CCCN1Cc1ccc2c(c1)OCO2 (centres undefined)	-0.21
OC(CNc1ccccn1)c1ccccc1 (centres undefined)	-0.038
O=S(=O)(CC(O)C(Cl)(Cl)Cl)NNc1ccccc1 (centres undefined)	0.42
COc1cccc2c1C(=O)c1c(O)c3c(c(O)c1C2=O)CC(O)(C(=O)CO)CC3OC1CC(N)C(O)C(C)O1 (centres undefined)	0.28
O=C(O)c1cc(C(=O)O)nc(C(=O)O)c1	-0.23
O=C(O)c1cccc(C(=O)O)c1S(=O)Cc1ccccc1 (centres undefined)	0.44
O=C(O)c1ccc(C(=O)O)c(C(=O)Nc2ccc3c(c2)C(=O)c2ccccc2-3)c1	-0.2
CC(=O)C(C(=N)C#N)C(=O)Nc1ccccc1 (centres undefined)	-0.09
CC(C)(C)n1nc(C2CC2)cc1NC(=O)Nc1ccc(Cl)cc1	0.32
O=C(O)Cc1cc(Cl)ccc1O	-0.1
O=C(O)c1cscc1Cc1cccs1	-0.065
O=S(=O)(O)c1ccc(N=Nc2ccccc2)cc1	0.043

(listing goes on)
molecule	HT1080 EIF4E-luc2
O=S(=O)(O)c1ccc(NN(c2c(O)ccc3ccccc23)S(=O)(=O)O)cc1	0.072
Cc1cc(C)nc(SCCc2cccc[n+]2C)n1	0.0097
CC1NCCC(CC(=O)O)C1CC(=O)O (centres undefined)	0.3
Nc1cc2c(nc3c4ccccc4c(N)cc3[n+]2-c2cccc3ccccc23)c2ccccc12 (tested in a mixture with another compound)	-0.38
O=C(O)C(F)(F)C(F)(F)C(F)(F)C(F)(F)C(=O)O	-0.17
CCCc1cc(COC)c(C#N)c(=O)[nH]1	-0.11
CC1(C)CC23C4COC(=O)C2CCC1C3CC4=O (centres undefined)	0.11
O=C1CSC2(CCN(CCCN3c4ccccc4Sc4ccc(Cl)cc43)CC2)N1	0.52
O=C(O)C(Br)C(Br)c1ccccc1[N+](=O)[O-] (centres undefined)	-0.2
Nc1ccc2[nH]cc(CCC(=O)O)c2c1	-0.043
O=S1(=O)CCN(Cc2ccccn2)CC1	-0.059
CN(C)CCC(C(=O)C(C)(C)C)c1ccccn1 (centres undefined)	-0.3
CN(C)CCCN=c1c2ccccc2n(C)c2[nH]c(=O)n(C)c(=O)c12	-0.093
Cc1cc(=O)c2c(O)c3c(O)cc(O)c4c5c(O)cc(O)c6c(O)c7c(=O)cc(C)c8c1c2c(c34)c(c65)c78	0.12
C/C(C[n+]1ccccc1)=N\N=C(N)N	-0.35

Filtered by structure: the entries above containing an NH in an aromatic ring (four)
molecule	HT1080 EIF4E-luc2
Nc1ncnc2nc(-c3ccc(C[P+](c4ccccc4)(c4ccccc4)c4ccccc4)cc3)[nH]c12	-0.14
CCCc1cc(COC)c(C#N)c(=O)[nH]1	-0.11
Nc1ccc2[nH]cc(CCC(=O)O)c2c1	-0.043
CN(C)CCCN=c1c2ccccc2n(C)c2[nH]c(=O)n(C)c(=O)c12	-0.093

Going on with the list:
molecule	HT1080 EIF4E-luc2
Cc1[nH]c(N)nc(=S)c1CCCNc1ccccc1	0.34
Cc1cccc(Cl)c1NCC(O)CN1CCN(C)CC1 (centres undefined)	0.47
c1cc(CNCCN2CCNCC2)ccn1	0.051
CC(CC(=O)O)(CC(=O)O)C(=O)O	-0.051
O=C(O)CCNc1ccccc1C(=O)O	-0.066
O=C(O)c1nnsc1-c1ccc(-c2snnc2C(=O)O)cc1	-0.38
Cn1c(N)nc2c(nc(OCc3ccccc3)n2C2OC(CO)C(O)C2O)c1=O (centres undefined)	0.082
CN1CCN(Cc2nc3cccc4c3c([n+]2[O-])-c2ccccc2-4)CC1	0.38
CN(C)CN1C(=O)S/C(=C2\C(=O)N(CN(C)C)c3ccccc32)C1=O	0.085
c1ccc(-c2ccc(-c3ccc(C4=NCCN4)cc3)o2)cc1	0.093
N=C(N)SCCc1ccccn1	-0.16&-0.084
CN(C)CCCCN1CCc2c(n(C)c3ccccc23)C1=O	0.24
C/C(=N\[N+](C)(C)C)c1ccc(C)c(C)c1	-0.28
CN1CCN(CCCBr)CC1	0.28
O=C(O)CN(CC(=O)O)c1ccccc1	-0.14

(cont.)
molecule	HT1080 EIF4E-luc2
c1ccc2c(c1)nnn2CN1CCOCC1	-0.037
Cc1ccnc(NS(=O)(=O)c2ccc(N=[N+]=[N-])cc2)n1	0.42
O=C(O)C1CC2(C1)CC(C(=O)O)C2 (centres undefined)	-0.26
CC(=O)Nc1cc(CN2CCCCC2)c(O)c2ncccc12	-0.079
Cc1onc(-c2c(F)cccc2Cl)c1C(=O)N[C@@H]1C(=O)N2[C@@H]1SC(C)(C)[C@@H]2C(=O)O	0.1
NC1=NC(c2ccc(Cl)cc2)N(c2ccc(S(N)(=O)=O)cc2)C(N)=N1 (centres undefined)	0.29
ClC(Cl)(Cl)C(N1CCN(c2ccccc2)CC1)N1CCN(c2ccccc2)CC1	0.25
N=Nc1c(OC(=O)Nc2cccc(Cl)c2)[nH]c2ccccc12	0.26
NS(=O)(=O)c1ccc(N=Nc2ccc[nH]c2=O)cc1	-0.23
CC(C)(C)c1c2c(c(C(C)(C)C)c3c1OCN(Cc1ccccc1)C3)OCN(Cc1ccccc1)C2	0.06
CC1(C)COCN1COC1CCCCC1	-0.0026
COC1/C=C\C=C(/C)C(=O)NC2=CC(=O)C(N)=C(CC(C)CC(OC)C(O)C(C)C=C(C)C1OC(N)=O)C2=O (centres undefined)	-1*
CC(C)(CO[C@H]1C[C@H]2CC[C@@]1(C)C2(C)C)[N+](=O)[O-]	-0.019
CN1CCN(CCCN)CC1	-0.45
CC(C)CNc1nc(N)[nH]c(=O)c1NC=O	-0.15

Next part:
molecule	HT1080 EIF4E-luc2
CO[C@H]1C[C@@H]2CC[C@@H](C)[C@@](O)(O2)C(=O)C(=O)N2CCCC[C@H]2C(=O)O[C@H]([C@H](C)C[C@@H]2CC[C@@H](O)[C@H](OC)C2)CC(=O)[C@H](C)C=C(C)[C@@H](O)[C@@H](OC)C(=O)[C@H](C)C[C@H](C)/C=C/C=C/C=C1C	-0.42
CC1=NN(c2ccccc2)C(=O)C1N=Nc1ccc(S(N)(=O)=O)cc1 (centres undefined)	0.39
CCN1CCCCC(=N\O)/C(=N/O)CCCC1	-0.22
CN(C)Cc1cc(O)c(O)c(CN(C)C)c1	-0.15
CCCCCC[C@H]([C@H](C)O)n1cnc2c(N)ncnc21	-0.098
CC(N1CCOCC1)C(O)(c1ccccc1)c1ccccn1 (centres undefined)	0.0014
CC1(C)CC(=O)C(C(c2cccc(O)c2O)C2C(=O)CC(C)(C)CC2=O)C(=O)C1	-0.22
NS(=O)(=O)c1ccc(N=Nc2ncccc2O)cc1	0.049
NC(Cc1ncccn1)C(=O)O (centres undefined)	-0.21
Cc1ccc(N=Nc2c(O)c3ccccc3[nH]c2=O)c(S(=O)(=O)N(C)C)c1	0.26
O=C(O)C1C(C(=O)O)C23CC2(C(=O)O)C2(C(=O)O)CCC3=C3CCCC312 (centres undefined)	-0.28
O=C(O)CSSCC(=O)O	0.016
OC1COC(OCc2ccccc2)C(O)C1O (centres undefined)	0.25
CC(C)/C(=N\[N+](C)(C)C)c1ccccc1	-0.071
C(=N/Nc1ccccn1)/c1cccnc1	-0.32

Further entries.
molecule	HT1080 EIF4E-luc2
CC(C)=CCc1c2c(c3occ(-c4ccc(O)c(O)c4)c(=O)c3c1O)C=CC(C)(C)O2	-0.15&0.26
O=C(O)c1cc(-c2ccncc2)nc2ccccc12	-0.21
O=C1CCC(c2ccccc2)(c2ccccc2)CC1	0.0069
NS(=O)(=O)c1ccc(NC2(C(=O)O)CCCC2)cc1	0.027
O=C1/C(=C/c2cccnc2)SC(=S)N1Cc1ccco1	0.14
O=C1C(Cl)=C(Nc2ccc(S(=O)(=O)Nc3ccccn3)cc2)C(=O)c2ccccc21	0.16
Cc1cn(CCC(N)C(=O)O)c(=O)[nH]c1=O (centres undefined)	-0.059
O=C(Nc1nn[nH]n1)c1nc(-c2ccccc2)cc(=O)[nH]1	-0.026
CC(C)=CC1C(COC(=O)c2cc3c(cc2Cl)OCO3)C1(C)C (centres undefined)	-0.24
CN(C)Cc1cc(Cl)c(O)c(CN(C)C)c1	0.27
O=C1c2ccccc2C(=O)N1c1ccc(Cc2ccc(N3C(=O)c4ccccc4C3=O)cc2)cc1	-0.097
O=C(O)c1ccc2c(c1C(=O)O)C(=O)OC2(c1ccc(O)cc1)c1ccc(O)cc1	0.0061
O=C1c2ccccc2-c2ccc(N(Cc3ccc(Br)cc3)Cc3ccc(Br)cc3)cc21	0.34
CN1CCCC(C(=O)OCC(=O)C2(O)CCC3C4CCC5=CC(=O)CCC5(C)C4C(O)CC32C)C1 (centres undefined)	0.011
Cc1cc2cc3c(=O)[nH]c(=O)[nH]c3nc2cc1C	-0.038

Additional entries:
molecule	HT1080 EIF4E-luc2
CC(CCC(=O)O)C1CCC2C3C(O)CC4CC(O)CCC4(C)C3CC(O)C12C (centres undefined)	0.18
O=[N+]([O-])c1ccc2c(N=Nc3ccc4ccccc4c3O)c(O)cc(S(=O)(=O)O)c2c1	-0.19
O=S(=O)(O)c1ccc(-c2nnc(-c3ccccn3)nc2-c2ccc(S(=O)(=O)O)o2)o1	0.48
NCCCc1ccc2oc3ccccc3c2c1	0.72
CC(C)(C)c1cc(Br)c(O)c(CN(Cc2cc(C(C)(C)C)cc(Br)c2O)C2CCCCC2)c1	0.15
CCCC(Sc1nc(N)nc2nc[nH]c12)C(=O)O (centres undefined)	-0.21
O=C(O)/C=C\C(=O)Nc1ccc2c(c1)-c1ccccc1C2	-0.25
C/C=C/c1cc2c(c(=O)o1)C(=O)[C@@H](O)[C@H](C)O2	0.17
NC(CC(=O)O)(Cc1ccccc1)C(=O)O (centres undefined)	-0.13
CC(C)(N=NC(C)(C)C1=NCCN1)C1=NCCN1	-0.21
Clc1ccccc1NN(Cc1ccccn1)c1ccccc1Cl	0.085
c1ccc2c[n+](Cc3ccnc4ccccc34)ccc2c1	0.12
O=C1c2ccccc2C(=O)c2c(Nc3ccc4c5c(cccc35)C(=O)c3ccccc3-4)cccc21	0.14
Clc1ccc(Cl)c(SCCCN2CCNCC2)c1	0.26
CN1CCc2ccccc2C1Cc1ccccc1NC(=O)c1sc2ccccc2c1Cl (centres undefined)	0.18

Going on with the list.
molecule	HT1080 EIF4E-luc2
Clc1ccc(CSCc2ccc(Cl)cc2Cl)c(Cl)c1	0.089
CC1=C(\C=C/C(C)=C/C=C/C(C)=C/C=C/C=C(C)\C=C\C=C(C)/C=C/C2=C(C)CCCC2(C)C)C(C)(C)CCC1	0.13
Clc1cc2c(c(CSC3=NCN(CC4CC4)CN3)c1)OCOC2	0.45
Cc1cc(=O)oc2cc(O)c(CN(C)CC(=O)O)cc12	-0.025
C[C@@H]1C[C@H]2[C@@H]3CCC4=CC(=O)C=C[C@]4(C)[C@@]3(Cl)[C@@H](Cl)C[C@]2(C)[C@@]1(O)C(=O)COP(=O)(O)O	0.28
S=C(S)NCCN1CCNCC1	0.2
N#CC(c1ccccc1)N1CCCN(C(C#N)c2ccccc2)C1c1ccccc1O (centres undefined)	0.015
CC(C)(C)C(=O)C(C(c1ccccc1)N1CCOCC1)N1CCOCC1 (centres undefined)	0.22
OCC1CC[N-]CC1.OCC1CC[N-]CC1.[Cl][Pt+2]([Cl])([Cl])[Cl]	-0.2
Cn1ncc2c(NCCc3ccccc3)nc(Cl)nc21	0.16
c1ccc2c(c1)C(=Nc1ccc(N=C3c4ccccc4-c4ccccc43)cc1)c1ccccc1-2	0.078
CC(C)(CCc1nc2ccccc2[nH]1)C(=O)O	-0.044
c1ccc(CN2CCC(CNc3ncnc4ccccc34)C2)cc1 (centres undefined)	-0.13
O=S(=O)(O)c1ccc2cc(N=Nc3cc(S(=O)(=O)O)c4cccnc4c3O)ccc2c1	-0.19
O=C(O)C(Cc1cc(I)c(O)c(I)c1)C1CCCCC1 (centres undefined)	0.17

Remaining list, next part:
molecule	HT1080 EIF4E-luc2
NC(CCc1ccccc1)(C(=O)O)c1ccccc1 (centres undefined)	-0.17
O=C(O)CSc1n[nH]c(=O)[nH]c1=O	0.2
NCCOCC(N)C(=O)O (centres undefined)	-0.44
O=C(O)c1ccc(Nc2ccnc3cc(Cl)ccc23)cc1O	0.092
CN(C)S(=O)(=O)Nc1ccccn1	0.3
O=C(O)C(O)c1ccc(F)cc1 (centres undefined)	-0.29
COc1ccc(-c2cc(C(O)C3CCCCN3)c3ccccc3n2)cc1 (centres undefined)	0.37
CC(C)c1cc(C(F)(F)F)nc(NNc2nc(C(C)C)cc(C(F)(F)F)n2)n1	0.042
O=C1CCC(CCc2nc3ccccc3[nH]2)(c2ccccc2)C(=O)N1 (centres undefined)	0.41
CN(Cc1cc(C(C)(C)C)cc(Br)c1O)Cc1cc(C(C)(C)C)cc(Br)c1O	-0.012
N=C(N)SCc1cc(Cl)cc(Cl)c1O	-0.17
C=CCNS(=O)(=O)c1ncnc2nc[nH]c12	-0.27
Nc1ccn(C2OC(CO)C3[O][Sn]([c]4ccccc4)([c]4ccccc4)[O]C32)c(=O)n1 (centres undefined)	0.11
CN(C)CCCNc1cc(O)c2c(c1O)C(=O)c1ccccc1C2=O	1.4
CC1CC(C)(O)C2C3(C)CCCC2(COC3=O)C12CCC1(CCOC1=O)O2 (centres undefined)	-0.18

Source: PubChem BioAssay

Some of the compounds tested, so the mix of outcomes need not match the whole.
